GAA glycogen = inhibitors or activators of human alpha-glucosidase glycogen cleavage; actives 0.38% (n = 300,000); P10253; AID 2100; Potency, µM (titrated, usually from 76.4 µM), without a hit: at the top dose activity change, negative = inhibition, actives largely listed as inhibitors; recombinant GAA, glycogen substrate, Amplex Red glucose oxidase fluorescence;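 also: 0% = full enzyme reaction and -100% = no-enzyme basal signal; the screen sought inhibitors and activators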
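Recombinant human enzyme (4 nM); glycogen substrate; 37 C, 40 min, pH 5.0. Readout: coupled glucose oxidase/Amplex Red fluorescence.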
RGS12 GoLoco inh = blocks human Gai1 binding to RGS12 GoLoco peptide, red readout | Potency, µM (doses to about 61.6 µM), inactives show at the top dose activity, negative = inhibition, most hits filed as inhibitors | Gai1:RGS12 GoLoco peptide FP, rhodamine, 10 min | P63096 | actives 0.44% (n = 230,000) | AID 880; active = well fitted inhibition curve with a large enough effect, not every such curve was filed as active; inactive = no such curve, though single readings can be large or run the other way; also: nearly all actives have a fitted effect of over 30% in size; many of its hits are not listed in these tables
Target sequence (P63096 whole entry, looked up): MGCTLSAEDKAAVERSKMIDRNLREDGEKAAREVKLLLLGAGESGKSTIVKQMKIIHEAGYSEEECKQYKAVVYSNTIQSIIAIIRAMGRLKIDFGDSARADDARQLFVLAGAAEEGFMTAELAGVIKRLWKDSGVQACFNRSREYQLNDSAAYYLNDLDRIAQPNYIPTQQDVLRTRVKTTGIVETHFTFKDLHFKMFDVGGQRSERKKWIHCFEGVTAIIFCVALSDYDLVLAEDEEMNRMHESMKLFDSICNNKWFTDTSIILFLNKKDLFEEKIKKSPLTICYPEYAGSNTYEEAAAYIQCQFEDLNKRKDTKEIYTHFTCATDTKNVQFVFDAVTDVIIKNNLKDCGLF
TexasRed fluor = alters Texas Red total fluorescence, flagging assay interference; TRb/SRC2 Texas Red total fluorescence interference; Potency, µM (series often up to 106 µM), inactives show at the top dose fluorescence change, negative = quenching; actives 0.29% (n = 280,000); AID 1479; active = well fitted curve in either direction with a large enough effect; inconclusive = small, poorly fitted or top-dose-only effect
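Human TRβ ligand-binding domain (0.6 uM) and Texas Red SRC2 peptide (20 nM) in Tris buffer with 1 uM T3 and 5% DMSO were incubated with pinned compound for 5 hr at ambient temperature. Total fluorescence was computed as S + 2P (555/632 nm).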
aGlu spleen mod = lysosomal alpha-glucosidase (human) modulation; P10253; human spleen homogenate, 4-MU-alpha-glucoside fluorescence; Potency, µM (doses to about 79.9 µM), without a hit: at the top dose activity change, negative = inhibition, most hits filed as inhibitors; actives 0.006% (n = 240,000); AID 2112;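 also: 0% = enzyme with vehicle and -100% = no enzyme basal signal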
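Compounds were titrated against alpha-glucosidase in spleen homogenate at pH 5.0, with 1 mM 4-methylumbelliferyl substrate for 40 min at 37 C. Reactions were quenched with pH 10 NaOH/glycine and fluorescence measured.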
TRb SRC2 PPI = disrupts binding of human TR beta to SRC2. P10828. TRbeta-SRC2 peptide binding, fluorescence polarization; receptor liganded with 1 µM T3. Potency, µM (highest dose often 106 µM), inactives show top-dose activity change, negative = inhibition, usual class: inhibitors. actives 0.065% (n = 280,000);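 also: plate controls were bound peptide for no effect and peptide without receptor for full effect; nearly all actives have a fitted effect of over 50% in size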
Target sequence (P10828 whole entry, looked up): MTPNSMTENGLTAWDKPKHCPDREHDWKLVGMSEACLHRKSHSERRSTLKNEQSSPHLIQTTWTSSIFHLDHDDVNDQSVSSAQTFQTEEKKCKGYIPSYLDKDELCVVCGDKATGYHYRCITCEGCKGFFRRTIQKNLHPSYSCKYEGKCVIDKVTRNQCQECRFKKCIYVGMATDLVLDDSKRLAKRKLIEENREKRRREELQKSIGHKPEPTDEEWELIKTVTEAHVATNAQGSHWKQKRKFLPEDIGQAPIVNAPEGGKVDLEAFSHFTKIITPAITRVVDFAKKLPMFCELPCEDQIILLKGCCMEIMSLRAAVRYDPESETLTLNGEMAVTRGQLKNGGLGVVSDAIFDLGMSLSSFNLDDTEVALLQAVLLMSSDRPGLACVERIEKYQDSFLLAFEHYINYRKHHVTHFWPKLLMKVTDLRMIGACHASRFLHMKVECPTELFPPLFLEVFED
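Polarization signal, normalized between peptide-alone and full complex controls, measured compound effects on T3-liganded human TRb LBD (0.6 uM) binding 20 nM Texas Red SRC2 peptide after 5 hr.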
RECQ1 inh = inhibitors of human RECQ1 DNA helicase | P46063 | RECQ1 DNA unwinding, red fluorescence kinetic read | Potency, µM (titrated, usually from 57.3 µM), without a hit: top-dose activity, negative = inhibition, usual class: inhibitors | actives 0.54% (n = 240,000);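 also: plate controls were vehicle for no effect and no enzyme for full effect; nearly all actives have a fitted effect of over 30% in size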
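50 nM RECQ1T1 preincubated 15 min with compound in Tris pH 8.0 buffer with MgCl2, DTT, Tween-20 and 2.5 ug/ml poly(dI-dC); started with 200 nM TAMRA/BHQ-2 forked duplex and 2 mM ATP. Unwinding read as fluorescence (525/598 nm), two reads 2 h apart.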
GAA inhib = alpha-glucosidase (human) inhibition; purified human GAA, 4-MU-alpha-glucoside fluorescence; Potency, µM (doses to about 76.9 µM), without a hit: top-dose activity change, negative = inhibition, most hits filed as inhibitors; actives 0.005% (n = 200,000); AID 1466;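 also: plate controls were uninhibited enzyme wells for no effect and no-enzyme background for full effect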
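Enzyme (4 nM final) mixed with compound (up to 77 uM), then 4-MU-alpha-D-pyranoside (400 uM final) added; 20 min at room temperature, pH 5.0. Reaction stopped at pH 10, fluorescence read, AC50 derived by Hill fit.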
L3MBTL1 inh = L3MBTL1 (human) inhibition. Potency, µM (doses to about 57.1 µM), inactives show top-dose activity, negative = inhibition, hits mostly inhibitors. Q9Y468. AlphaScreen L3MBTL1–H3K9me1 peptide binding. actives 0.66% (n = 230,000). AID 485360; also: nearly all actives have a fitted effect of over 60% in size
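L3MBTL1 (50 nM) pre-complexed 30 min with biotinylated H3(1-15)K9me1 peptide (75 nM), then compounds added for 30 min at room temperature; AlphaScreen streptavidin donor/nickel chelate acceptor beads (10 ug/mL final) read after 30 min dark incubation.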
* marks the source's active call; other numbers are inactive results; i = inactive; ? = inconclusive; · = no result given; & = joins results of further samples; [ ] = remark or other dose. Unless noted, calls follow the shape of the dose curve; as a rule, active = well fitted curve in the direction sought with a large enough effect; inconclusive = small, poorly fitted or top-dose-only effect, or another doubt; inactive = no such curve, though single readings can be large; an effect the other way counts as inactive or inconclusive. Unless noted, % is scaled to controls: 0 for no effect and ±100 for the full control effect; potency is read from the fitted curve at half-maximal effect. Not all compounds are listed. The share of hits here may be higher or lower than overall.

SMILES,GAA inhib,TexasRed fluor,RECQ1 inh,aGlu spleen mod,TRb SRC2 PPI,L3MBTL1 inh,GAA glycogen,RGS12 GoLoco inh
Cc1ccc(CNC(=O)COC(=O)c2ccc(Br)cc2)cc1,8%,-3%,i,-11%,-4%,5%,-3%,-6%
O=C(O)c1cnc(-c2ccccc2)nc1Sc1cccc(Cl)c1,?,-4%,7%,1%,-9%,4%,2%,6%
Cc1nc(NCCc2ccccc2F)c(C#N)c(C)c1[N+](=O)[O-],-1%,3%,-1%,-9%,-1%,-9%,-10%,-1%
CCN(C(=O)COC(=O)c1c(NC(C)=O)sc(C)c1C)C1CCS(=O)(=O)C1 (stereo not drawn),-4%,?,-6%,-7%,-8%,2%,6%,-2%
Clc1ccc(/C=N/NC(=Nc2ccccc2)c2ccccn2)c(Cl)c1,-2%,2%,-14%,-12%,1%,?,13%,-3%
O=C(Nc1ccccc1Cl)N1CCSc2ccccc21,?,-2%&-4%,-1%,-14%,-2%&-5%,·,-10%,-7%
Cc1ccc(NC(=O)CN(C)C(=O)CCCN2C(=O)c3ccccc3C2=O)cc1,4%,0%,-15%,5%,-8%,0%,-2%,-3%
C=CCC(C(=O)c1ccccc1)[N+](C)(C)CC=C (stereo not drawn),11%,-6%,i,10%,-7%,2%,-9%,4%
CCCC(CCC)C(=O)Oc1cc(C)[nH]c(=O)c1[N+](=O)[O-],-1%,0%,-7%,0%,-3%,·,2%,9%
COc1ccc(CNc2ccc(C)c(C)c2)c(OC)c1OC,-8%,-3%,-10%,·,-8%,?,?,-7%
O=C(CN1CCOc2ccccc21)NCc1ccc(F)cc1,5%,0%,-4%,0%,1%,-1%,1%,4%
CCOC(=O)c1cc(-c2nnc(-c3ccc(Oc4ccccc4)cc3)o2)c(C)nc1C,-6%,-2%,-3%,3%,6%,0%,7%,1%
CCn1c(-c2c(Cl)c(C)nn2C)n[nH]c1=S,-4%,-1%,-2%,-8%,2%,1%,-10%,-7%
Cc1cc(NCc2ccccn2)n2nc(C)c(-c3ccccc3)c2n1,-4%,-3%,-8%,9%,0%,-15%,-1%,7%
CCCc1cc(C(=O)N2CCC(N3CCC(C(=O)NC(C)C)CC3)CC2)n(C)n1,?,-4%,i,6%,-1%,-6%,2%,20%
O=C(COC(=O)c1cccnc1Cl)c1cccc(Cl)c1,-3%,-3%,4%,-11%,1%,·,-2%,6%
CNc1nc(OCCNC(=O)Nc2ccccc2)nc(N2CCOCC2)n1,?,2%,-1%,-5%,12%,·,8%,2%
CCN(CCO)Cc1csc2ccc(Cl)cc12,5%,0%,i,0%,1%,9%,-3%,7%
Cc1[nH]n(-c2ccccc2)c(=O)c1C=Nc1ccc(S(=O)(=O)NC(N)=O)cc1,·,-1%,16%,-2%,3%,·,6%,4%
COc1ccc(S(=O)(=O)NC(CC(=O)NCc2ccco2)c2ccco2)cc1 (stereo not drawn),-7%,1%,0%,-12%,-13%,-5%,4%,1%
CCOC(=O)c1cn[nH]c1NC(=S)Nc1ccccc1,·,-6%,-8%,2%,-1%,35%[activator],?,-14%
Cc1cc(NC(=O)CSc2ccccn2)no1,-1%,-5%,-12%,3%,5%,-15%,4%,11%
CCOC(=O)c1ccc(NC(=O)c2nc[nH]c2C(=O)NCC(=O)OC(C)(C)C)cc1,·,-3%,-11%,-5%,-3%,·,-7%,4%
COC(=O)CCC(=O)OC1(C)C(=O)C2=CN(CCc3c[nH]c4ccccc34)C(c3ccc(OC)cc3)=CC2=C(Br)C1=O (stereo not drawn),·,-2%[11.2 µM],6%[11.5 µM],6%[17.4 µM],4%[11.2 µM],·,·,-2%[14.2 µM]
COC(=O)c1ccc(C2C(Oc3ccc(OC)cc3)C(=O)N2CCc2ccc(F)cc2)cc1 (stereo not drawn),5%,-4%,-3%,-1%,1%,10%,6%,-11%
COc1ccc(CNc2ccccc2)cc1Br,-3%,1%,-20%,1%,-13%,-3%,-3%,5%
CCc1cc(C(=O)NNC(=S)Nc2cccc(C)c2)cs1,1%,-1%,-3%,-7%,0%,66%[activator],-14%,0%
CCn1c(CCCOc2ccc(Cl)cc2Cl)nnc1SCC(=O)Nc1cccc(F)c1,-4%,0%,13µM*,-1%,-11%,8%,6%,-1%
Cc1ccc(-n2c(=S)[nH]c3sc4c(c3c2=O)CCC4)cc1,5%,-1%,10%,0%,-1%,-5%,4%,7%
CN1C2C=C(N(CCc3ccccc3)C(=O)c3ccc(Cl)cc3)CC1CC2 (stereo not drawn),-8%,-1%,-5%,2%,8%,3%,-8%,-7%
CC1C(=O)CCN(C(C)C)C1C (stereo not drawn),0%,1%,-4%,-11%,-15%,46%[activator],14%,-15%
Cc1cc(-c2ccc(N=Nc3cc(S(=O)(=O)O)c4ccccc4c3N)c(C)c2)ccc1N=Nc1cc(S(=O)(=O)O)c2ccccc2c1N,·,?,13µM*,-12%,?,·,·,125%[activator]
COc1cccc(-n2cc3c(=O)n(C)c(=O)n(C)c3c2)c1,-4%,-6%,i,-3%,2%,4%,-8%,-9%
Cc1ccc(S(=O)(=O)N(C)c2ccc(C(=O)O)cc2)cc1,-12%,-2%,-1%,-1%,-5%,1%,8%,11%
CC(=O)Oc1ccc2ccccc2c1C(NC(=O)Cc1ccccc1)c1ccc(Cl)cc1 (stereo not drawn),-5%,-3%,?,0%,-1%,-2%,-15%,10%
Cc1cccnc1NC(=O)C1CCN(S(=O)(=O)c2c(C)noc2/C=C/c2ccco2)CC1,-5%,3%,0%,-8%,2%,-12%,7%,14%
Cc1ccc(Sc2ccc(NC(=O)c3ccc(S(C)(=O)=O)cc3Cl)cc2)cc1,1%,-3%,-2%,-4%,-2%,-1%,2%,0%
Cc1cc(C(=O)Nc2cccc3ncccc23)no1,0%,0%,i,0%,-2%,3%,8%,-2%
COc1ccc(Cn2nnnc2C(c2ccc(F)cc2)N2CCN(C3CCCC3)CC2)cc1 (stereo not drawn),-8%,-4%,-5%,3%,-1%,2%,13%,0%
C=CCN1N=C(/C=C/c2ccc(C)cc2)CCC1=O,-1%,-1%,0%,2%,-1%,11%,1%,4%
O=C(C1=NN[C@@H]2C(=O)N(c3cccc(F)c3)C(=O)[C@H]12)c1ccc2ccccc2n1,-1%,-5%,-7%,-10%,1%,-7%,9%,3%
O=C(CCSc1nc(-c2ccco2)cc(C(F)(F)F)n1)NCCN1CCOCC1,0%,-1%,i,2%,-1%,9%,13%,3%
N#CC1=C(N)NC(SCc2ccccc2)=C(C#N)C12CCCC2,-3%,-1%,-6%,0%,-9%,-17%,7%,-1%
C=C(C)C(O)/C=C/C=C/c1ccccc1 (stereo not drawn),·,2%[11.2 µM],i[11.5 µM],9%[17.4 µM],2%[11.2 µM],·,·,·
N#C/C(=C/c1ccc(N2CCCCC2)cc1)c1cccc(F)c1,3%,4%,-7%,0%,1%,-7%,-11%,3%
COc1cccc(N2CCN(C(=O)CCSCc3ccccc3F)CC2)c1,3%,0%&-1%,-17%,-5%,4%&8%,·,-3%,3%
COc1cccc(-c2nc(CS(=O)CC(=O)NCc3ccc4c(c3)OCO4)c(C)o2)c1 (stereo not drawn),2%,-3%,-11%,-1%,3%,·,?,8%
COc1ccc(C/C(N)=N/OC(=O)COc2ccccc2C)cc1,2%,1%,i,0%,-6%,55%[activator],-3%,0%
COc1ccccc1OCCNS(=O)(=O)c1ccc2oc3ccccc3c2c1,-6%,-45%,-10%,-5%,1%,-2%,-18%,3%
CC1(C)NC(=O)N(CC(O)CNC23CC4CC(CC(C4)C2)C3)C1=O (stereo not drawn),-8%,-2%,3%,-6%,-2%,5%,-4%,7%
O=C(O)/C=C/c1ccc(/C=C/C(=O)O)cc1,·,-2%,11%,9%,-6%,·,·,4%
C=CCOc1ccc(/C(O)=C2\C(=O)C(=O)N(CCOC)C2c2cccnc2)cc1 (stereo not drawn),-11%,1%,-6%,-6%,9%,-6%,0%,-1%
Cc1ccccc1NC(=S)NN1CCN(C)CC1,1%,-2%,-6%,2%,-12%,7%,13%,3%
CCC1(C)Cc2ccccc2-c2nc(NCCO)n(-c3ccc(C)cc3)c(=O)c21 (stereo not drawn),?,-3%,-11%,-2%,-5%,·,-13%,3%
O=C(CSc1nc2ccccc2[nH]1)NCc1ccc2c(c1)OCO2,-3%,1%,-3%,-9%,3%,-7%,4%,8%
CCOc1ccc(Br)cc1S(=O)(=O)Nc1ccc(C(=O)Nc2ccc(C)cc2)cc1,2%,1%,-5%,1%,1%,4%,-11%,9%
O=[N+]([O-])c1cc(Cl)ccc1Sc1ccccn1,-8%,-2%,i,-1%,5%,-13%,1%,14%
O=C(Oc1ccc2c(c1)OCC2=O)c1ccccc1,0%,-1%,18%,-12%,5%,·,-4%,4%
Cc1occc1-c1nnc(SCC(=O)NCc2cccs2)n1CC1CCCO1 (stereo not drawn),-5%,3%,-4%,-1%,-18%,-7%,10%,-5%

One compound at a time, from the list above. Screens in order: GAA inhib, TexasRed fluor, RECQ1 inh, aGlu spleen mod, TRb SRC2 PPI, L3MBTL1 inh, GAA glycogen, RGS12 GoLoco inh
Cc1ccc(Sc2ccc(NC(=O)c3ccc(S(C)(=O)=O)cc3Cl)cc2)cc1 as listed: 1%, -3%, -2%, -4%, -2%, -1%, 2%, 0%
C=CCN1N=C(/C=C/c2ccc(C)cc2)CCC1=O as listed: -1%, -1%, 0%, 2%, -1%, 11%, 1%, 4%

Compound activity from PubChem BioAssay.
